Fibroblast inh: blocks proliferation of human lung fibroblasts. LL 47 human lung fibroblast viability, ATP luminescence; stronger effect = lower value. 85,000 compounds, 1.1% hits. viability, % at 10 µM;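 active = viability at or below 50% in the single dose screen; inactive = viability above 50%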;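 also: compound exposure lasted 72 h before the ATP readout; 100% = median luminescence of untreated cell-only wells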
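Test system: LL 47 human lung fibroblasts / Quantity: 1,150 cells in each well / Medium: IMEM growth medium with 15% fetal bovine serum / Incubation: 72 h compound exposure at 37 °C after overnight plating / Detection: CellTiter-Glo luminescence measuring cellular ATP / Read-out: % viability versus median cells-only luminescence / Benchmarks: cell-only wells, no compound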
HUVEC prolif 384: blocks proliferation of human endothelial cells | HUVEC proliferation, CellTiter-Glo luminescence, 72 h; stronger effect = lower value | viability, % at 10 µM (by protocol) | 86,000 compounds, 1.1% hits | AID 648;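 active = viability at or below 30%; inactive = viability above 30%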;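 also: 100% = median luminescence of DMSO-only cell control wells on each plate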
H69AR growth 86K: growth inhibitors of human H69AR lung tumor cells. H69AR lung tumor viability, ATP luminescence, 72 h; stronger effect = lower value. viability, % at 10 µM. 85,000 compounds, 6% hits. AID 598;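 active = viability at or below 40%; inactive = viability above 40%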;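 also: multidrug resistant small cell line overexpressing MRP-1 efflux transporter; 100% = mean luminescence of untreated control wells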
ERa coact inh: blocks coactivator binding to human estrogen receptor alpha; TR-FRET ER-alpha LBD / SRC-1 peptide, estradiol-bound; AID 629; 86,000 compounds, 1.7% hits; inhibition, % at 25.6 µM; in the data active = inhibition above about 50%;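 also: 0% = receptor plus peptide control and 100% = peptide only without receptor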
CD11b adhes inh: blocks human CD11b/CD18 adhesion to fibrinogen; P05107+P11215; K562 CD11b/CD18 adhesion to fibrinogen, ATPlite luminescence; Mn2+ added to activate the integrin; inhibition, % at 10 µM; 93,000 compounds, 0.54% hits;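 active = primary inhibition of 50% or more at 10 µM, then 40% or more on retest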; also: some results filed as inactive read as strong as hits
Target sequence (P05107 whole entry, looked up, other chains not shown): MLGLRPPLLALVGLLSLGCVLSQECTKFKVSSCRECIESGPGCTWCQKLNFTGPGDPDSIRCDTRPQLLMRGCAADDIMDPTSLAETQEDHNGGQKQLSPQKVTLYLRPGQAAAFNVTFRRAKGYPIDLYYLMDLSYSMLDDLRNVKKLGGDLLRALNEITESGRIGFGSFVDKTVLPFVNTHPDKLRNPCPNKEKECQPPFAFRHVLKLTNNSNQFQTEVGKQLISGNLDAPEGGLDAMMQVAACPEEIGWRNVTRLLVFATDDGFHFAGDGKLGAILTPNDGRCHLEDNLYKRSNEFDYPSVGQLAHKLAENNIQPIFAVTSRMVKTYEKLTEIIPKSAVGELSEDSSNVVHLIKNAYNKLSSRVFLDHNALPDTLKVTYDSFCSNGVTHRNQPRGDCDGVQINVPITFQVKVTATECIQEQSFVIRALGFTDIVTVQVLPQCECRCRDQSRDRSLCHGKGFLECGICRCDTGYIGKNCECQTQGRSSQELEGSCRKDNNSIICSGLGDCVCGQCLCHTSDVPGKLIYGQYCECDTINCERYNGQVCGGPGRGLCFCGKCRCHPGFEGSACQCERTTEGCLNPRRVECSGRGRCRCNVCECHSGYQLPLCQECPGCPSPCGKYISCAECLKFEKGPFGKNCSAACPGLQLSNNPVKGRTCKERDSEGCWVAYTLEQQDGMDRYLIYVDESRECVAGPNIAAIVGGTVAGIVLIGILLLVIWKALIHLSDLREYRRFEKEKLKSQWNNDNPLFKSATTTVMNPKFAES
ERa SRC1 pot: ER-alpha (human) coactivator binding potentiation; TR-FRET ERalpha-LBD/SRC-Cy5 coactivator binding, 2 h; 100 = basal binding, no effect; 86,000 compounds, 1.3% hits; coactivator binding (% of control), % at 25.6 µM; P03372; in the data active = activity above about 200%;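 also: binding measured in presence of low estradiol as agonist stimulus; 0% = peptide alone without receptor and 100% = receptor with peptide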
CYP2C19 inhib: human CYP2C19 inhibition | CYP2C19 Supersomes, luciferin-H EGE luminescence, 30 min | P33261 | inhibition, % at 5 µM | 96,000 compounds, 21% hits;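 active = CYP2C19 inhibition above a set limit at 5 µM in the primary screen, cut at about 50% in these data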;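 also: plate controls were negative control wells for no effect and 2.5 mM tranylcypromine positive control for full effect; values of inactives mirror those of a sister screen read the other way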
CYP2C19 act: increases human CYP2C19 enzyme activity; P33261; recombinant CYP2C19, luciferin-H EGE luminescence; stronger effect = higher value; 0 = fully inhibited enzyme, 1 = untreated enzyme; activation factor at 5 µM; 96,000 tested, under 10 active; AID 1025;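 active = activation factor of at least 2 at 5 µM in the primary screen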;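 also: 0 = wells with 2.5 mM tranylcypromine and 1 = vehicle-only wells; values of inactives mirror those of a sister screen read the other way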
Mac1 fbg enh: increases human CD11b/CD18 adhesion to fibrinogen; 93,000 compounds, 0.07% hits; activation, % at 10 µM; K562 CD11b/CD18 adhesion to fibrinogen, ATPlite luminescence; P05107+P11215;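 active = 10 µM primary screen giving 50% or more activity, confirmed by 40% or more on retest at that dose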; also: strong numbers were not always called active; reference of the scale not given here
The depositor's hits bear a star; / = not tested or not shown; [ ] = another dose, or the depositor's remark.

SMILES	Fibroblast inh	HUVEC prolif 384	H69AR growth 86K	ERa coact inh	CD11b adhes inh	ERa SRC1 pot	CYP2C19 inhib	CYP2C19 act	Mac1 fbg enh
NC1=NC2(CCC(c3ccccc3)CC2)n2c(nc3ccccc32)N1 (stereo not drawn)	87	62	8.7*	10	-18	75	1	1	-3
FC(F)(F)c1nnc2sc(-c3ccncc3)nn12	97	96	/	4	-4	115	44	0.6	-3
Cc1cccc(C)c1NC(=S)N/N=C/c1ccc(OCCC(C)C)cc1	/	/	/	/	10	/	16	0.8	-3
CCOC(=O)C1=C(C)N=C2SCCC(=O)N2[C@@H]1/C=C/c1ccccc1	96	83	84	-6	/	83	33	0.7	/
CCn1c(=O)n(CC)c2cc(S(N)(=O)=O)ccc21	97	102	89	12[fluorescence artefact?]	-3	114[fluorescence artefact?]	2	1	10
Cn1c(Oc2ccccc2NCc2cccc(Br)c2)cc(=O)n(C)c1=O	77	86	100	-5	/	102	45	0.6	/
O=C(O)c1cc2nc(C3CC3)cc(C(F)(F)F)n2n1	103	95	103	-3	12	88	-9	1.1	-3
C1CCC(n2nnnc2CN2CCN(C3CCCC3)CC2)CC1	96	69	102	-10	-14	111	8	0.9	0
CCOc1ccccc1N1CCN(C(=O)C2c3ccccc3Oc3ccccc32)CC1	68	56	19*	4	3	87	78*	0.2	6
O=C(O)c1ccccc1NS(=O)(=O)c1ccc2c3c(cccc13)C(=O)N2	/	/	/	/	-3	/	21	0.8	-6
O=C(c1ccco1)N1CCN(C(=O)c2sccc2-c2ccccc2)CC1	94	93	50	2	/	107	/	/	/
COC(=O)c1cccc(N2C(=O)c3ccccc3S2(=O)=O)c1	87	82	89	-2	42	124	41	0.6	3
CCc1ccccc1NC(=O)C1CCCN(S(=O)(=O)c2c(C)noc2C)C1 (stereo not drawn)	/	/	/	/	-3	/	20	0.8	-2
CC(C)OCCCNC(=O)C1CCC(=O)N1C(C)C (stereo not drawn)	108	102	88	7	7	112	-7	1.1	0
CCCCCC(=O)N/N=C(\C)c1ccc(NC(=O)c2ccco2)cc1	/	/	/	/	4	/	28	0.7	-4
Cc1ccc(-n2nnnc2SCC(=O)N2CCN(C(=O)c3ccco3)CC2)c(C)c1	98	97	77	-1	/	116	2	1	/
Cc1[nH]c2ccccc2c1NC(=O)CN1CCN(c2cccc(C(F)(F)F)c2)CC1	96	82	41	-5	17	95	-13	1.1	2
O=C(Nc1ccccc1)N1CCN(c2ccc(C(F)(F)F)cn2)CC1	98	121	93	-3	4	98	29	0.7	-4
CSc1ccccc1NC(=O)CN(c1ccccc1)S(=O)(=O)N(C)C	90	84	78	9	11	91	27	0.7	-4
O=C(COc1ncnc2ccccc12)NC(=O)NCc1ccccc1	/	90	98	0	/	123	/	/	/
COc1cccc(NC(=O)C2CCCN(S(=O)(=O)c3ccc(-n4cnnn4)cc3)C2)c1 (stereo not drawn)	95	94	51	-6	-18	135	5	1	-2
COc1ccc(C2c3sc(=O)[nH]c3SC3C4CCC(C4)C23)cc1OC (stereo not drawn)	96	89	76	22	/	40	/	/	/
Cc1cccc2nc(CNc3ccc(F)cc3)cn12	102	71	80	-4	-21	101	69*	0.3	4
O=C(CCCN1C(=O)c2cccc3cccc(c23)C1=O)N1CCc2ccccc2C1	99	81	74	3	/	70	52*	0.5	/
CC1(C)NC(=O)N(CC(O)COC2CCCCC2)C1=O (stereo not drawn)	97	102	100	-9	-4	105	82*	0.2	-6

3 compounds out of the list, sorted by molecular weight, high to low:
SMILES	Fibroblast inh	HUVEC prolif 384	H69AR growth 86K	ERa coact inh	CD11b adhes inh	ERa SRC1 pot	CYP2C19 inhib	CYP2C19 act	Mac1 fbg enh
Cc1ccc(-n2nnnc2SCC(=O)N2CCN(C(=O)c3ccco3)CC2)c(C)c1	98	97	77	-1	/	116	2	1	/
CCc1ccccc1NC(=O)C1CCCN(S(=O)(=O)c2c(C)noc2C)C1 (stereo not drawn)	/	/	/	/	-3	/	20	0.8	-2
O=C(c1ccco1)N1CCN(C(=O)c2sccc2-c2ccccc2)CC1	94	93	50	2	/	107	/	/	/

Later entries.
SMILES	Fibroblast inh	HUVEC prolif 384	H69AR growth 86K	ERa coact inh	CD11b adhes inh	ERa SRC1 pot	CYP2C19 inhib	CYP2C19 act	Mac1 fbg enh
CN(CCC#N)c1ncnc2scc(-c3ccccc3)c12	100	97	71	2	0	98	12	0.9	-1
Cc1sc2ncn(CC(=O)N(CC(=O)NC3CCCC3)Cc3cccs3)c(=O)c2c1C	98	90	87	3[fluorescence artefact?]	-7	105	24	0.8	-4
COC(=O)COc1ccc(S(=O)(=O)Nc2ccc3c(c2)OCCO3)cc1Cl	24*	28*	83	-11	45	115	98*	0	-9
Cc1ccc(S(=O)(=O)/N=C(\CSC(N)=O)Nc2ccccc2)cc1	96	96	24*	2	-5	113[fluorescence artefact?]	21	0.8	-5
Cc1ccc(C)c(NC(=S)N2CCN(c3cccc(C(F)(F)F)c3)CC2)c1	/	/	/	/	12	/	19	0.8	-1
COC(=O)C(CC(C)C)NC(=O)c1cc(OC)c(OC)c(OC)c1 (stereo not drawn)	105	98	85	9[fluorescence artefact?]	9	81	24	0.8	-1
Cc1ccc2c(C(=O)CN3CCN(C4CCCCC4)CC3)c(C)[nH]c2c1	96	92	63	-10[fluorescence artefact?]	-6	126	-12	1.1	-3
CCOC(=O)N1CCN(C(=O)c2cc3sccc3n2C)CC1	/	/	/	/	-13	/	86*	0.1	-1
COc1ccc(Cc2nnc(NC(=O)CSc3ccccc3)s2)cc1	/	/	/	/	-1	/	-1	1	-1
CCc1ccc(N2C(=O)CC(N3CCC(C(=O)OC)CC3)C2=O)cc1 (stereo not drawn)	105	106	105	-5	1	112	-8	1.1	-5
CC1CCN(C(=O)COC(=O)c2n[nH]c3ccccc23)CC1	97	84	84	-42	2	99	10	0.9	-2
CC(C)(C)C(=O)[C@@H]1[C@@H]2C(=O)N(Cc3ccccc3)C(=O)[C@@H]2[C@H]2c3ccccc3C=CN12	101	105	34*	27	-13	6	74*	0.3	-4
CCOC(=O)CCSc1nc(C(C)(C)C)cc(C(F)(F)F)c1C#N	101	105	86	-8	/	105	/	/	/
O=C(CSc1nnc(-c2cc3ccccc3cc2O)n1Cc1ccco1)c1ccc(F)cc1	87	60	76	4	19	101	94*	0.1	-3
COc1ccc(OC)c(NC(=O)CNC(=O)Cn2cnc3ccccc3c2=O)c1	104	101	91	1	-18	116[fluorescence artefact?]	0	1	-4
CCC(CC)NC(=O)c1ccccc1Oc1ccccc1	96	93	87	-3	3	111	41	0.6	1
CCCC(=O)Nc1nc2ccc3nc(C)sc3c2s1	88	87	85	4	-25	122	1	1	-3
COc1ccc(N2C(=O)CC(Sc3ncccc3C(=O)O)C2=O)cc1 (stereo not drawn)	95	89	99	1	-57	88	0	1	0
Cc1c(NC(=O)CSc2nnnn2-c2ccc(O)cc2)c(=O)n(-c2ccccc2)n1C	102	98	88	-5	-2	105	10	0.9	-2
C=CCNC(=O)CCCC(=O)NCC=C	86	89	43	-16	-10	105	0	1	2
COc1ccc(-c2nc(C#N)c(NCCCN3CCOCC3)o2)cc1	/	/	/	/	-4	/	36	0.6	1
COCCn1c(-c2ccc(Cl)cc2)cnc1SCC(=O)NCc1cccs1	93	105	66	1	-5	111	92*	0.1	0
CC(C)=C1C2CCC1C(C(=O)NCc1ccccc1)C2C(=O)O (stereo not drawn)	92	84	85	-1	-14	102[fluorescence artefact?]	42	0.6	-5
CCOC(=O)c1nn(-c2ccc(C)c(C)c2)cc1O	/	/	/	/	-12	/	39	0.6	-1
Cc1ccsc1CNn1cnnc1SCc1ccc(Cl)cc1	94	89	94	0	/	91	/	/	/
Next section
SMILES	Fibroblast inh	HUVEC prolif 384	H69AR growth 86K	ERa coact inh	CD11b adhes inh	ERa SRC1 pot	CYP2C19 inhib	CYP2C19 act	Mac1 fbg enh
CC1(C)Cc2c(ccc3ccccc23)/C(=C/C#N)N1	/	/	/	/	0	/	-1	1	1
CCOc1ccc(Nc2nc(Cc3nnc(SCC(=O)NCC4CCCO4)n3C)cs2)cc1 (stereo not drawn)	95	93	91	-2	-2	100	14	0.9	1
COc1cccc(-c2nn(C)c3sc(C(=O)N4CCN(c5ccccn5)CC4)cc23)c1	/	/	/	/	62	/	42	0.6	0
c1ccc(-c2nc(-n3ccnc3)nc(-n3ccnc3)n2)cc1	68	87	50	-7	6	79	56*	0.4	3
O=C(CN1C(=O)CCC1=O)Nc1ccc2c3c(cccc13)CC2	98	95	104	-2[fluorescence artefact?]	-22	93	-11	1.1	3
Cc1ccc(OC(=O)CCC(=O)Nc2ccc(S(=O)(=O)Nc3cc(C)on3)cc2)cc1	101	98	98	-3	/	120	/	/	/
C/C(=N\NC(=O)c1c(Cl)cnn1C)c1cccc(NC(=O)COc2ccccc2)c1	/	/	/	/	8	/	19	0.8	-3
O=C1CSC(=S)N1Cc1cccnc1	36*	51	1.2*	16[fluorescence artefact?]	-9	92[fluorescence artefact?]	53*	0.5	21
COc1ccnc(Oc2ccc(F)cc2)c1C(=O)N/C=N/OCc1c(Cl)cccc1Cl	/	/	/	/	-8	/	52*	0.5	6
CCCCn1c(NC(=O)c2ccccc2)nc2ccccc21	48*	70	14*	-2	-3	108	61*	0.4	-1
CCOc1cccc(SCc2noc(C(=O)NCCOC)c2C(=O)O)c1	/	/	/	/	3	/	6	0.9	7
CCC(C)n1c(SCC(=O)NCc2ccco2)nnc1-c1cccc(S(=O)(=O)N2CCOCC2)c1 (stereo not drawn)	100	98	92	-4	-5	113	-6	1.1	-1
C1=CC2c3ccccc3NC(c3ccncc3)C2C1 (stereo not drawn)	84	85	85	40[fluorescence artefact?]	-6	39[fluorescence artefact?]	82*	0.2	28
CCOc1ccc(NC(=O)CN2CCC(NC(=O)C3CCCCC3)CC2)cc1	98	101	101	-9	17	116	16	0.8	0
C=CCn1c(Cc2cccs2)nnc1SC/C=C/c1ccccc1	95	107	88	-16	17	98	70*	0.3	-1
Cc1cccc(-n2c(Cn3nc(C)c([N+](=O)[O-])c3C)n[nH]c2=S)c1	96	103	92	-7	/	93	7	0.9	/
CCOc1ccccc1NC(=O)N1CCCC1C(=O)Nc1ccc(-n2cnnn2)c(C)c1 (stereo not drawn)	104	100	85	1	-3	99	70*	0.3	-6
Cc1cc(C)n(S(=O)(=O)c2ccc(C)c(C)c2C)n1	95	104	88	-9	-3	132	32	0.7	1
CC1CCCN(S(=O)(=O)c2ccc3c(c2)CCN3C(=O)C2CCC2)C1 (stereo not drawn)	102	110	101	0	-26	107	2	1	-2
Cc1nc2ccccc2c2oc(C(=O)Nc3ccc4c(c3)OCCO4)cc12	85	79	95	36[fluorescence artefact?]	-7	146[fluorescence artefact?]	-2	1	-1
CCOC(=O)c1ccccc1N/C=C1\CCCCC1=O	93	80	93	-8[fluorescence artefact?]	/	91	/	/	/
CC(=O)C1=C(O)C(=O)N(CCN(C)C)C1c1ccc(Cl)cc1 (stereo not drawn)	106	108	97	-3	-2	113	-9	1.1	-4
COc1cccc2sc(Nc3nc(C)c(C(C)=O)s3)nc12	27*	64	33*	8	30	101	12	0.9	5
CCCNC(=O)C(=O)Nc1ccc(N(C)C)cc1	93	88	93	-2	/	105	/	/	/
Cc1ccc(NS(=O)(=O)c2cc(C(=O)N3CCOCC3)ccc2C)cc1	100	102	74	-5[fluorescence artefact?]	0	110	-2	1	-1
COC(=O)NCC(c1cccnc1)N1CCN(c2ccccc2)CC1 (stereo not drawn)	99	105	90	-9	/	135	/	/	/
CCC(=O)Nc1nc2ccccc2n1CCN(C)C	95	95	97	18	0	108	-2	1	-4

Bioassay records as filed in PubChem BioAssay.
